esBAF inh: inhibitors of esBAF chromatin remodeling in mouse ES cells. Bmi1-luciferase knock-in reporter, 24 h; 100% = twice the neutral-well signal. reporter increase, % at 12.5 µM. 2% of 350,000 active. AID 602393; in the data active means activation above about 40%; inconclusive means no clear call, values can overlap the other calls;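 further: 0% = median of the plate's neutral control wells and 100% = double that signal; a rise in the Bmi1 reporter signal indicates esBAF inhibition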
RAD52 anneal inh: inhibitors of human RAD52 DNA annealing. P43351. recombinant RAD52 DNA annealing, FRET fluorescence. 0.46% of 360,000 active. inhibition, % at 18.7 µM;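 active means every replicate showing at least 50% inhibition; inconclusive means mean inhibition at least 50% but not in every replicate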
Target sequence (P43351 whole entry, looked up): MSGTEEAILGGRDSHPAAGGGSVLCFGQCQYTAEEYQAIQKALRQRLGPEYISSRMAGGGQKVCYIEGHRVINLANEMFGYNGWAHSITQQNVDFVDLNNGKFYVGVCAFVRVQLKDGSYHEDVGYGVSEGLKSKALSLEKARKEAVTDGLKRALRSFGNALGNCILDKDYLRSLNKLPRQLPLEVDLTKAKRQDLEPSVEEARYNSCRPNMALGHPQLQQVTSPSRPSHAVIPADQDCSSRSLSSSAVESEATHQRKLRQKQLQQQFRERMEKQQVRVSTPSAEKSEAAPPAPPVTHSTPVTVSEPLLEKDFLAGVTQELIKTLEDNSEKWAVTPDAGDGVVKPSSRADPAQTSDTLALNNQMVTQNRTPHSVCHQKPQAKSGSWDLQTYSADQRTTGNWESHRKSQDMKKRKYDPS
RAD54 inh: RAD54 (human) branch migration inhibition; Q92698; RAD54 Holliday junction branch migration, FAM/BHQ fluorescence; inhibition, % at 10.4 µM; 0.14% of 360,000 active;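 active means mean normalized replicate activity at least 40 and at least half of replicates scoring 40 or more; inconclusive means only one of the two criteria met; inactive means mean below 40 and under half of replicates reaching 40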;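 further: 0% = median of neutral control wells and 100% = median of positive control wells; inhibitors cause a drop in the FAM fluorescence signal; in these data hits start at about 50%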
GSIS activator: primary screen for activators of insulin secretion dependent on glucose, INS-1E cells, GLuc reporter luminescence. INS-1E GLuc reporter insulin secretion, 2-3 h. activation, % at 16.6 µM. 0.61% of 370,000 active;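 active means lowest replicate activation of at least 40%, so every replicate reaches that level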;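 further: 0% = median of neutral control wells and 100% = median of IBMX positive control wells; some compounds called inactive have numbers as strong as hits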
ARNT-TACC3 inh: ARNT/TACC3 interaction disruption | 0.66% of 390,000 active | inhibition, % at 9.99 µM | AlphaScreen His-ARNT PAS-B/GST-TACC3 binding, luminescence; TACC3 fragment carries E629A point mutation;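 active means mean inhibition of replicates at least 50% and at least half of replicates each reaching 50%; inconclusive means half or more replicates reach 50% but mean below 50%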;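 further: 0% = complete ARNT plus TACC3 wells and 100% = ARNT alone without TACC3; many hits fall short of the cut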
Xi reactivation: activators of X-chromosome reactivation in mouse fibroblasts. XiGFP mouse fibroblasts, % GFP-positive cells imaging, 3 d; cells co-treated with 5-aza-dC sensitizer; scaled so ellipticine positive control = 100%. activation, % at 7.58 µM. 0.055% of 360,000 active;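 active means mean normalized replicate activation at least 10% and every replicate at or above 10%; inconclusive means only one of the two criteria met; inactive means mean below 10% and not all replicates reach 10%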;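 further: 0% = median of on-plate neutral control wells and 100% = ellipticine 6 µM median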
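Assay system: SV40-immortalized XiGFP fibroblast cells, line 68-5-11; buffer or medium: DMEM plus 5-aza-dC sensitizer; compound: one concentration, pinned; timing: compounds 3 days, fix/stain 15 min at room temperature; benchmarks: positive control ellipticine, 6 µM final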
ERAP1 HTS inh: ERAP1 (human) enzyme inhibition; recombinant ERAP1, Leu-AMC fluorescence, 60 min; AID 652197; inhibition, % at 10.7 µM; 0.15% of 340,000 active;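 active means mean replicate inhibition of at least 30%, or all replicates individually reaching that 30% level; inactive means mean below 30% and not every replicate reaching it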;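 further: 0% = neutral control wells and 100% = L-leucinethiol positive control wells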
F508del corr: correctors of CFTR F508del function in bronchial epithelial cells | activity (quench increase), % at 7.58 µM | AID 720511 | CFBE cells, YFP halide quenching; stimulated with forskolin plus potentiator P3; % fluorescence drop versus neutral controls | 0.36% of 350,000 active;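 active means mean added fluorescence quench of at least 8% versus neutral control, with both replicates also reaching 8%; inconclusive means only one of the mean or replicate conditions met; inactive means mean below 8% and not both replicates reaching 8%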;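 further: cells transiently co-express mutant CFTR-F508del with the halide-sensitive YFP; corrector assay measuring rescue of mutant channel to the surface after 24 h compound exposure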
* = called active by the depositor; ? = inconclusive; / = no result given. Hits appear at their usual frequency, and some 3.3% of all compounds hit somewhere here.

Second line of a record – esBAF inh | RAD52 anneal inh | RAD54 inh | GSIS activator | ARNT-TACC3 inh | Xi reactivation | ERAP1 HTS inh | F508del corr
Cn1cc(CCC(=O)N2CCCC(C(=O)c3ccc(C(C)(C)C)cc3)C2)cn1 (stereo not given)
  / | -2 | / | -11 | -1 | 0.1 | 2 | 1.3
Cc1ccc(S(=O)(=O)Nc2ccc(-c3nnc(SCc4ccccc4Cl)o3)cc2)cc1
  / | 0 | / | / | -1 | 0.0 | 0 | /
O=C(Nc1ccccc1-c1nnn(CC(=O)N2CCOCC2)n1)c1ccccc1F
  / | -8 | / | -7 | 0 | 0.2 | -4 | -0.1
COc1ccccc1CNC(=O)CS(=O)(=O)Cc1ccccc1
  / | -23 | 6 | 6 | 1 | -0.2 | 0 | -1.6
O=C(O)CCC(=O)CCC(=O)c1ccc(Cl)cc1
  -6 | / | 2 | 7 | -2 | / | / | /
C[C@@H]1CN([C@H](C)CO)C(=O)c2cccc(NS(=O)(=O)c3cn(C)cn3)c2O[C@@H]1CN(C)C(=O)Nc1ccccc1
  -8 | -7 | 8 | 24 | -6 | -1.1 | 1 | 2.0
C[C@H]1CN([C@@H](C)CO)C(=O)c2cccc(NC(=O)NC3CCCCC3)c2O[C@H]1CN(C)S(=O)(=O)c1cccs1
  -1 | 1 | -1 | -15 | -5 | -0.5 | -2 | -1.7
COc1ccccc1CNC(=O)CN(c1ccc(C)cc1)S(=O)(=O)c1c(C)noc1C
  -6 | -7 | -12 | -2 | -3 | 0.2 | 1 | -2.8
CN1C(=O)C(N=Nc2ccc([N+](=O)[O-])cc2)SC1=S (stereo not given)
  17 | -24 | -7 | / | 20 | 0.5 | -7 | /
CCN(CC(=O)Nc1c(F)cccc1F)C(=O)C1CCN(S(=O)(=O)c2ccc(C)c(C)c2)CC1
  -3 | -4 | 3 | -1 | -8 | 0.3 | -2 | 3.2
O=C(c1ccc(F)c(F)c1)N1CCC2(CC1)NCCc1[nH]cnc12
  2 | 2 | 4 | -2 | 0 | 0.0 | -1 | -0.6
C[C@H](CO)N1C[C@H](C)[C@@H](CN(C)Cc2ccc3c(c2)OCO3)Oc2ccc(NC(=O)NC3CCCCC3)cc2C1=O
  3 | 15 | -13 | -18 | -2 | 0.2 | -2 | 0.3
Cc1cc(/C=C(\C#N)C(=O)OCC#N)c(C)n1CC(C)C
  5 | -20 | -2 | 14 | 1 | -0.3 | -1 | 2.4
Cc1ccc(S(=O)(=O)CC(=O)N(CCCN(C)C)c2nc3ccc(C)cc3s2)cc1
  -19 | 27 | 0 | -49 | 4 | 0.1 | -3 | -8.1
CN(CC(=O)Nc1cccc(F)c1)C(=O)c1cc(S(=O)(=O)N2CCN(c3ccccc3)CC2)ccc1Cl
  0 | -32 | -6 | -15 | 26 | 0.4 | -1 | -2.4
C=CCN(c1ccc(C(=O)NCCN2CCOCC2)cc1)S(C)(=O)=O
  -2 | -16 | -2 | 20 | 3 | 0.3 | 2 | -4.5
CCOCCCNC(=O)C(NC(=O)c1ccc2c(c1)OCO2)c1ccc(Cl)cc1 (stereo not given)
  -2 | -11 | / | 5 | -1 | 0.1 | -2 | 1.3
O=C(CN1CCCCC1)NC(=O)Nc1ccccc1F
  ? | -6 | -9 | 13 | 6 | 0.1 | 0 | -0.9
O=C(Nc1ccccc1-c1ccccc1)c1ccccc1
  -6 | 2 | -4 | 2 | 11 | 0.1 | -2 | 0.1
CO[C@H]1CC[C@@]2(C)[C@@H](CC[C@@H]3[C@@H]2CC[C@@]2(C)[C@H]3C[C@H](C(=O)O)O[C@]23CCCO3)C1
  5 | 2 | -8 | 1 | 1 | 0.0 | 6 | 0.1
COc1cccc(N2CCN(C(=O)C3CCN(S(=O)(=O)c4cccs4)CC3)CC2)c1
  / | -28 | / | 0 | -1 | 0.0 | 0 | 0.1
C[C@@H]1CN([C@@H](C)CO)C(=O)c2cc(NC(=O)Nc3ccc4c(c3)OCO4)ccc2O[C@@H](C)CCCCO[C@@H]1CN(C)Cc1ccncc1
  4 | 22 | 7 | -21 | -1 | 0.2 | 0 | 1.2
CC/C(=N/N=C(\CC)c1ccccc1)c1ccccc1
  / | -10 | / | / | -9 | 0.3 | 0 | /
CN(C)c1nc(N)nc(CSc2nc3c(c(=O)n(C)c(=O)n3C)n2Cc2ccccc2F)n1
  -3 | -5 | 5 | 21 | -2 | 0.2 | -3 | 1.8
CC1=C(C(=O)Nc2cccc(C(=O)NC(C)c3ccccc3)c2)SCCO1 (stereo not given)
  10 | -3 | -3 | / | 4 | -0.1 | -4 | 2.6
C[C@H](CO)N1C[C@H](C)[C@H](CN(C)S(=O)(=O)c2ccc(Cl)cc2)OCCCC[C@H](C)Oc2ccc(NC(=O)Nc3ccc(C(F)(F)F)cc3)cc2C1=O
  2 | / | 2 | 13 | 11 | 0.2 | / | -0.2
C[C@@H]1CCCCO[C@@H](CN(C)C(=O)Nc2cccc3ccccc23)[C@@H](C)CN([C@H](C)CO)C(=O)c2cc(NC(=O)c3ccncc3)ccc2O1
  1 | -13 | -17 | 6 | -6 | 0.0 | -5 | -0.5
CCC(=O)N1[C@H](C(=O)NC2CCCCC2)[C@@H](CO)[C@@H]2Cn3c(cccc3=O)[C@@H]21
  7 | -9 | 1 | 9 | -3 | 0.2 | 0 | 0.7
Cc1ccc2nc(NC(=O)C3CC3C)sc2c1 (stereo not given)
  72* | -17 | -4 | 6 | 2 | 0.3 | 0 | -2.6
N#CC(c1ccc(=O)[nH]n1)c1ccc(Cl)cc1Cl (stereo not given)
  / | -9 | / | 21 | 6 | 0.1 | 5 | /
O=C(CN1C(=O)c2ccccc2C1=O)N1CCN(c2ccccn2)CC1
  -13 | / | 3 | 34 | -7 | / | / | /
Cc1c(N=NC2=C(O)CC(C)(C)CC2=O)cc2c(c1[N+](=O)[O-])C(C)(C)CC2(C)C
  / | -2 | -9 | -24 | -10 | -0.1 | -2 | -4.6
Cc1c(NC(=S)N/N=C/c2ccc(N(C)C)cc2)c(=O)n(-c2ccccc2)n1C
  / | 1 | / | -9 | 5 | 0.0 | 1 | /
O=C(COC(=O)Cc1ccc(Cl)cc1Cl)NCc1ccccc1
  -2 | -2 | 16 | 8 | / | -0.1 | 1 | -3.8
C=CCn1c(SCC(=O)Nc2ccccc2CC)nnc1-c1ccncc1
  -7 | -14 | / | 18 | -7 | / | -3 | 0.5
CC(C)Cn1c(=S)[nH]c2ccccc2c1=O
  / | -9 | / | 3 | -6 | -0.7 | 5 | -3.7
Cc1cccc(/C=C/c2onc(C)c2S(=O)(=O)N2CCC(C(=O)N3CCCCCC3)CC2)c1
  1 | -5 | -2 | -16 | -4 | 0.0 | -2 | -0.4
O=C(Nc1nnc(SCc2cccc(F)c2)s1)c1ccco1
  / | 10 | / | 7 | -2 | 1.1 | 9 | -2.4
COC(=O)c1c[nH]n2c(=O)c(C(C)C)c(C)nc12
  5 | -5 | -2 | 1 | 1 | 0.5 | -2 | -3.4
CC(C)(C)c1cc(C(=O)O)n[nH]1
  -1 | -5 | -21 | -6 | -27 | / | 14 | -0.7
Cc1ccc(-c2cc(-c3ccc(C)cc3O)[nH]n2)cc1
  36 | 6 | 6 | 10 | -11 | 0.1 | 0 | 0.0
CCCc1cc(=O)[nH]c(SCc2cc(=O)oc3cc(C)c(C(C)C)cc23)n1
  / | 8 | / | / | -9 | -0.1 | 9 | /
Cc1ccc2[nH]c(=O)c(CN(CCCN(C)C)C(=O)Nc3ccc(F)cc3)cc2c1
  / | 9 | / | -6 | 6 | 0.0 | -2 | 1.6
CS(=O)(=O)Nc1ccc2c(c1)[C@H]1C[C@H](CC(=O)NCCc3ccccc3)O[C@@H](CO)[C@H]1O2
  6 | -3 | -3 | -2 | -4 | 0.0 | 2 | 0.8
Cc1cc(NC(=O)CC2CCCC2)ccc1Br
  65* | -6 | 0 | 0 | 12 | 0.3 | 8 | -0.3
CC(C)(C)c1ccc(NC(=O)CSc2n[nH]c(=O)n2C2CC2)cc1
  -1 | -9 | -4 | -1 | -3 | 0.0 | 1 | -0.4
COc1cc2c(cc1OC)C(C)N(C(=O)C(NC(=O)c1ccccc1)C(C)C)CC2 (stereo not given)
  4 | -3 | -2 | 5 | -2 | 0.1 | 1 | 0.1
C[C@H]1CN([C@@H](C)CO)S(=O)(=O)c2ccc(-c3ccncc3)cc2O[C@@H]1CN(C)S(=O)(=O)c1ccccc1F
  -10 | 10 | -5 | -7 | 6 | -0.4 | 0 | -1.6
CCN(CC)CCOCCOc1ccccc1F
  10 | -8 | -4 | 6 | -6 | / | -3 | -0.3
O=C(Cc1ccccc1)N1CC(=O)N2[C@H](CO)[C@H](c3ccc(C#CCc4ccccc4)cc3)[C@H]2C1
  / | -5 | / | -3 | / | 0.1 | 0 | 2.1
COCC1CCN(Cc2c(C(=O)N3CCc4ccccc4C3)nc3ccc(Cl)cn23)C1 (stereo not given)
  2 | -125 | 12 | 1 | 1 | -0.1 | 1 | -1.4
C=CCn1c(SCC(=O)NCc2ccco2)nc2ccccc2c1=O
  / | -16 | / | 7 | 3 | 0.0 | 11 | 0.8
COc1ccc(-c2cc(C(=O)Nc3c(F)cc(F)cc3Br)no2)cc1
  7 | 2 | 1 | 25 | -3 | 0.3 | 2 | -0.2
CCOC(=O)C(=N/O)/C(C)=N/NC(C)=O
  -5 | 6 | 9 | -8 | -11 | 0.0 | 3 | -2.5
COc1ccc(N(C(=O)c2snc(C(N)=O)c2N)C(C(=O)NC2CCCC2)c2ccco2)c(OC)c1 (stereo not given)
  10 | -11 | 8 | -25 | 2 | 0.4 | -4 | 1.3
O=C(/C(=N/O)n1cncn1)c1ccccc1Cl
  / | -2 | 11 | -6 | -5 | 0.0 | 7 | -1.9
COc1ccc(CN(C)C[C@H]2Oc3ccc(NS(=O)(=O)c4cn(C)cn4)cc3CC(=O)N([C@H](C)CO)C[C@H]2C)cc1
  -7 | -2 | -1 | 9 | -2 | 0.0 | 0 | -0.2
COc1cc(-n2c(=O)c3ccccc3n(CC(=O)OCc3ccccc3)c2=O)cc(OC)c1OC
  -6 | -16 | -3 | -5 | 5 | -0.2 | / | -0.5
Cc1ccc2sc(N(CCN(C)C)C(=O)c3ccc4ccccc4c3)nc2c1C
  0 | -9 | 5 | -13 | 0 | 0.0 | 1 | 1.0
COc1ccccc1CCN=C(N)NS(=O)(=O)c1ccc(F)cc1
  / | -1 | 1 | 16 | 1 | 0.0 | 0 | -3.8
CC(C)[C@H](NS(=O)(=O)c1ccccc1)C(=O)Nc1ccccc1N1CCOCC1
  2 | 1 | -24 | 8 | 1 | 0.0 | -2 | 2.1
O=C(NC1Cc2ccccc2C1)[C@H]1[C@H](CO)[C@H]2Cn3c(ccc(C4=CCCCC4)c3=O)[C@@H]1N2
  3 | -14 | 1 | 0 | / | 0.3 | / | -0.2

Screens: PubChem BioAssay, Broad Institute
